# Compound activity: PubChem BioAssay, Small Molecule Screening Facility, UW Madison
# SSB-PriA inh: inhibitors of Klebsiella pneumoniae PriA binding to SSB C-terminal tail. inhibition, % at 33 µM. AlphaScreen SSBct-PriA binding, biotinylated peptide. actives 0.6% (n = 430,000). AID 1272365; in the data active means inhibition mostly above about 37%, no sharp cut-off; inactive means mostly below about 20%;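 further: plate controls were negative control peptide for no effect and reference peptide for full effect; strong numbers were not always called active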
# Starred values were filed as active, the others as inactive; & = joins results of further samples.
SMILES,SSB-PriA inh
COc1ccc(-c2noc(-c3cccn(CC(=O)Nc4cccc(C#N)c4)c3=O)n2)cc1OC,-22.0
Cc1nc(-c2ccc(N3CCN(C(=O)Cn4c(=O)oc5ccccc54)CC3)nc2)no1,4.0
O=c1[nH]cccc1-c1noc(C2CN(S(=O)(=O)c3ccc(Cl)s3)C2)n1,-5.0
CCCN1C(=O)C(C)(C)COc2ccc(NC(=O)OCC)cc21,23.0
COCCN(CCOC)S(=O)(=O)c1ccc(C(=O)Nc2ccc3c4c(cccc24)CC3)cc1,2.0
Cc1ccc(S(=O)(=O)N2CCC(C(=O)NN=Cc3cccnc3)CC2)cc1,-8.2
O=C(Cc1ccc(Cl)cc1)Nc1cccc(-c2ccc3nnc(-c4cccnc4)n3n2)c1,-10.0&-6.0
O=C(C1CC1)N1CCc2ccc(NS(=O)(=O)c3ccc(F)c(Cl)c3)cc2C1,4.0
O=C1/C(=C/c2cccs2)Oc2c1ccc1c2CN(Cc2ccccn2)CO1,101.0*
CC(=O)c1ccc(NC(=O)c2ccc(=O)n(Cc3cccc(F)c3)n2)cc1,-8.0
O=C(Cc1ccc(F)cc1)Nc1cc(N2CCN(Cc3ccccc3)CC2)ncn1,5.0
O=C(COc1ccc(C=NNS(=O)(=O)c2ccccc2)cc1)Nc1cccc(Cl)c1,9.1
CC(C)C(=O)Nc1ccc(S(=O)(=O)NCC[C@H](O)C2CC2)cc1,-8.0
CC(=NNC(=O)CN1CCN(Cc2ccccc2)CC1)c1ccc([N+](=O)[O-])cc1,-3.4
COC(=O)C(C)Sc1ccc(NC(=O)c2ccc(C)cc2)nn1 (configuration not stated),-15.0
COc1ccc(N2CCN(CCNC(=O)c3cc4ccccc4oc3=O)CC2)cc1,-5.0
CCN1CCN(C=Nc2nc(C)cs2)CC1,-6.2
COc1ccc(C(=O)NCC(=O)NN=C/C=C/c2ccccc2)cc1OC,-9.6
O=C(c1ccccc1Cl)N1CCC2(CC1)OCCS2,-11.0
CCC(=O)Nc1ccc(C(=O)NCCNS(=O)(=O)c2cccs2)cc1,-10.0
CCc1cccc2sc(NC(=O)c3ccc([N+](=O)[O-])s3)nc12,3.0
Cc1[nH]c(=O)[nH]c(=O)c1CCc1nnc(SCC(=O)c2ccc3c(c2)NC(=O)CO3)o1,-5.0
CC1Cc2ccccc2N1Cc1nnc(-c2ccccc2)o1 (configuration not stated),-3.0
Cc1ccc(C)c(NC(=O)C(=O)NCC(c2cccnc2)N2CCc3ccccc3C2)c1 (configuration not stated),-3.0
CCOC(=O)CC(=O)CSc1nnc(NC(=O)C2CC(=O)N(c3ccccc3)C2)s1 (configuration not stated),-5.0
CN(C)c1ccc(C=NNC(=O)c2cc(=O)[nH]c3ccccc23)cc1,-8.4
O=C(c1cccs1)N1CCS[C@H]1c1ccc(OC(F)(F)F)cc1,-11.0
CCN(CC)c1ccc(C=NNS(=O)(=O)c2ccc(CNC(C)=O)cc2)cc1,20.7
Cc1ccc(S(=O)(=O)c2nc(Nc3ccccc3C(N)=O)sc2Cl)cc1,-22.0
O=C(Cc1ccc(Cl)cc1)NN=Cc1cccc(O)c1,-17.8
NC(=O)c1c(NC(=O)/C=C/c2ccccc2)sc2c1CCCC2,12.0
O=C(NCC(c1ccsc1)N1CCCC1)C(=O)Nc1ccc(OC(F)(F)F)cc1 (configuration not stated),-14.0
O=C(OCc1nc2ccccc2s1)c1ccc(C(=O)OCc2nc3ccccc3s2)s1,-6.0
Cc1nc(-c2ccccc2)sc1C(=O)Nc1ccc(-c2cn3ccccc3n2)cc1,-16.0
O=C(c1ccco1)N1CCN(c2nc(-c3ccsc3)cs2)CC1,-11.0
O=C(NCCNS(=O)(=O)c1ccc(Cl)s1)c1ccc(NC(=O)C2CC2)cc1,-13.0&-2.0
CC(=O)NNC(=O)CCCN1C(=O)/C(=C/c2cccc(Br)c2)SC1=S,1.0
O=C(c1nc2ccccc2s1)N1CCC[C@H](Cc2nc(-c3ccccc3F)no2)C1,-7.0
CCCN1CCCc2cc(CCNC(=O)C(=O)Nc3cc(Cl)ccc3C#N)ccc21,-15.0&34.0
CC(/C=C/c1ccc2c(c1)OCO2)=NNC(=O)COc1ccccc1C,-2.8
COc1ccc(C(=O)CSc2nc(C(F)(F)F)cc(=O)[nH]2)cc1,-1.0
CSc1nn(CC(=O)Nc2ccc(C(C)C)cc2)c(N)c1-c1nc(-c2ccc3c(c2)OCO3)no1,-14.0
CC(=O)c1sc(NC(=O)C2=COCCO2)nc1C,-19.0
CCCCOc1ccc(S(=O)(=O)N2CCN(c3ccc(Nc4ccc(C)cc4)nn3)CC2)cc1,2.0&3.0
O=C(Cc1ccccc1)NCC(=O)NN=Cc1ccc(Cl)cc1,-15.8

# Copied from the list:
# CCc1cccc2sc(NC(=O)c3ccc([N+](=O)[O-])s3)nc12 | SSB-PriA inh = 3.0
# O=C(Cc1ccc(Cl)cc1)Nc1cccc(-c2ccc3nnc(-c4cccnc4)n3n2)c1 | SSB-PriA inh = -10.0&-6.0
# O=C(c1nc2ccccc2s1)N1CCC[C@H](Cc2nc(-c3ccccc3F)no2)C1 | SSB-PriA inh = -7.0
# CCN1CCN(C=Nc2nc(C)cs2)CC1 | SSB-PriA inh = -6.2

# (continued)
SMILES,SSB-PriA inh
Cc1ccc(-c2n[nH]c(=S)n2N=Cc2sccc2C)cc1,2.8
COc1ccc(C)cc1NC(=O)N1CCN(c2ccc3nncn3n2)CC1,-10.0&5.0
COc1ccc(CNC(=O)N2CCC(Cn3nc(C)cc3C)CC2)cc1OC,-8.0
CCSc1ccccc1C(=O)NCc1sc(-c2cccs2)nc1C,-5.0
CC(C)(C)c1nnc(NN=Cc2ccc(Br)cc2)n(N)c1=O,-0.1
O=C(Cc1cccs1)NC[C@H](O)Cn1ccccc1=O,-10.0
O=C(c1cc(=O)c(OCc2ccccc2)c[nH]1)N1CCN(c2cccc(C(F)(F)F)c2)CC1,-15.0
COc1cc(C=NNC(=O)CNc2n[nH]c(=O)[nH]c2=O)ccc1OCc1ccccc1,0.3
COC(=O)c1ccc(S(=O)(=O)NCc2nn(C)c(=O)c3ccccc23)cc1,-5.0
COc1cc(OC)c(C=NN2CCN(c3ccccc3OC)CC2)c(OC)c1,8.2
CCOc1cc(C=NNC(=O)c2ccncc2)ccc1OS(C)(=O)=O,-7.7
Cc1cc(OC(C)C(=O)Nc2ccc(S(=O)(=O)Nc3ncccn3)cc2)ccc1Cl (configuration not stated),-8.0
O=S(=O)(c1ccc(F)c(Cl)c1)N1CCC(Cc2ccccc2)CC1,-10.0
C/C(C=NNC(=O)c1cccs1)=C\c1ccco1,-5.8
CC1Cc2cc(C(O)=C3C(=O)C(=O)N(CCN4CCOCC4)C3c3cccc(Cl)c3)ccc2O1 (configuration not stated),-8.2
Cc1ccccc1-c1nnn(CC(N)=NO)n1,-9.9
COC(=O)Cn1c(=NC(=O)c2c(F)cccc2F)sc2cc(C)cc(C)c21,-3.0
O=C(/C=C/c1ccccc1)Nc1sc2c(c1-c1nc3ccccc3s1)CCCC2,-4.0
O=C(NCC[C@H](O)c1ccsc1)c1ccc2c(c1)OCO2,-7.0
S=c1[nH]nc(C2CCCCC2)n1N=Cc1ccc(Cl)cc1,4.7
COc1cccc(NC(=O)NCC(c2ccsc2)N2CCc3ccccc3C2)c1OC (configuration not stated),7.0
COC(=O)c1ccc(NC(=O)C2CCCN(c3ccc(-c4cccs4)nn3)C2)cc1 (configuration not stated),-1.0
CN1CCN(c2oc(CN3C(=O)c4ccccc4C3=O)nc2C#N)CC1,9.0
Cc1csc(NC(=O)CSc2ccc(NC(=O)C(C)C)nn2)n1,-6.0
CCOC(=O)Nc1ccc2c(c1)C(=O)N(C)c1cc(C)ccc1O2,1.0
CN(CC1Cc2ccccc2CO1)S(=O)(=O)c1ccc2oc(=O)n(C)c2c1 (configuration not stated),-8.0
Cn1nc(CNC(=O)c2cc(=O)c3ccccc3o2)cc1-c1ccco1,-6.0
Cc1ccc(N2CCCS2(=O)=O)cc1NC(=O)c1cncc(Br)c1,-7.0
CC1(C)CN=c2sc(=Cc3ccc(Cl)cc3)c(=O)n2C1,-18.0
Cc1ccc(Cl)cc1NC(=O)[C@@H]1CSc2ncc(C)c(=O)n2C1,-22.0
NC(=NOC(=O)c1ccc([N+](=O)[O-])cc1)c1ccc(Br)cc1,-7.5
CCCCSc1nnc(CNC(=O)c2ccco2)n1-c1ccc(Cl)c(Cl)c1,-15.0
N#Cc1ccc(Cl)cc1NC(=O)C(=O)NC[C@@](O)(c1cccs1)C1CC1,-8.0
O=C(Nc1ccc(O)cc1)N1CCCCC1,-1.0
COCCN1CCC(CNC(=O)C(=O)NCc2ccccc2Cl)CC1,-3.0
COc1ccc(NC(=O)CSc2ccc(-c3ccncc3)nn2)cc1OC,17.1
COCc1cc(C)nc(OCC(=O)NN=Cc2ccco2)c1C#N,-1.3
CS(=O)(=O)N1CCN(c2ccc(-c3ccco3)nn2)CC1,-8.0
CN(C)C=Nc1cc(=O)n(C)c(=O)n1CC1CC1,2.7
Cc1ccsc1C(O)CNC(=O)c1csc(-c2ccccc2)n1 (configuration not stated),2.0
O=C(Nn1cnc2c(cnn2-c2cccc(Cl)c2)c1=O)c1ccc(Cl)cc1Cl,-7.0
O=C1CC(c2nc(-c3cccs3)no2)CN1Cc1ccc(C(F)(F)F)cc1 (configuration not stated),-30.0
COc1ccc(OC)c(-c2csc(NC(=O)c3cccc(C(F)(F)F)c3)n2)c1,-4.0
COc1ncc(NC(=O)Nc2ccc(C)c(F)c2)c(N(C)C)n1,-6.0
CC(=O)c1cccc(S(=O)(=O)N(CCc2cccs2)C2CC2)c1,-15.0

# Part of the list above in a different format:
canonical_smiles	SSB-PriA inh
COCCN1CCC(CNC(=O)C(=O)NCc2ccccc2Cl)CC1	-3.0
COc1ccc(NC(=O)CSc2ccc(-c3ccncc3)nn2)cc1OC	17.1

# The results go on:
SMILES,SSB-PriA inh
CCOc1ccc(Cc2nnc(N3CCOCC3)[nH]c2=O)cc1,5.0
CC(C)(C)c1ccc(C(=O)OC(c2ccccc2)c2nccc3ccccc23)cc1 (configuration not stated),-14.0
O=C(O)c1cc(NC(=NS(=O)(=O)c2ccc(F)cc2)c2ccccc2)ccc1O,8.4
Cc1ccccc1OCC(=O)NCC1CC(=O)N(c2ccc3c(c2)OCO3)C1 (configuration not stated),2.0
C=CCc1c(C)nc(-c2ccccc2)nc1NN=Cc1ccncc1,-3.4
COc1ccc(C=NNC(=O)c2ccc(=O)n(C)c2)cc1OC,11.9
COc1ccc(C(N)=NOC(=O)c2ccco2)cc1OC,-5.3
Cc1cc2ncc(CCCNC(=O)CCc3cccc(Oc4ccc(F)cc4)c3)cn2n1,6.0
Cc1c(Cl)cccc1NC(=O)CCC(=O)NN=Cc1ccc[nH]1,11.7
O=C1CCCC(=NNC(=O)c2sc3ccccc3c2Cl)C1,0.2
Cc1nc(-c2ccccc2)cc2nn(CC(=O)NCc3ccc(Cl)cc3)c(=O)n12,-18.0
O=C(CSc1cnc2ccccc2n1)N1CCN(c2ccc(F)cc2)CC1,3.0
Cc1cc(SCC(=O)Nc2cccc([N+](=O)[O-])c2)n2nc(C)c(-c3ccccc3)c2n1,-5.0
Cc1cc(NC(=O)C2CCCN(S(=O)(=O)c3ccc(F)cc3)C2)on1 (configuration not stated),4.0
Cc1cc(NN=C2CCC(c3ccccc3)CC2)c2ccccc2n1 (configuration not stated),13.0

# Retrieved by compound from the entries so far:
SMILES,SSB-PriA inh
O=C1CCCC(=NNC(=O)c2sc3ccccc3c2Cl)C1,0.2
Cc1cc2ncc(CCCNC(=O)CCc3cccc(Oc4ccc(F)cc4)c3)cn2n1,6.0
COc1ccc(C=NNC(=O)c2ccc(=O)n(C)c2)cc1OC,11.9

# The list continues.
SMILES,SSB-PriA inh
CCOc1ccc(-n2nnc3c(=O)n(CC(=O)Nc4cc(C(F)(F)F)ccc4Cl)cnc32)cc1,-13.0&-1.0
NC(=O)C1CCN(C(=O)N[C@H]2CC(=O)N(c3ccc(F)cc3)C2)CC1,2.0
O=C(NCCCS(=O)(=O)N1CCN(c2ccccc2)CC1)c1n[nH]c2ccccc12,-8.0&2.0
CCC(=O)NC(Nc1cccc2cccnc12)C(Cl)(Cl)Cl (configuration not stated),43.7
C=CCOc1cccc2c1CCNC2=O,1.0
COc1cccc(C(O)=C2C(=O)C(=O)N(CCN(C)C)C2c2ccccn2)c1 (configuration not stated),1.2
O=C(N1C2CCC1COC2)C1(c2ccc(Cl)cc2)CCCC1,-10.0
Cc1ccc2occ(C=O)c(=O)c2c1,9.0
CC(C)(C)c1cc(C=NNC(=O)C[n+]2ccccc2)cc(C(C)(C)C)c1O,-9.5
NCC(=O)Nc1ccccc1,21.0
COc1nn(C)cc1C(=O)N1CCCC(C(=O)NCCn2nc(-c3ccco3)ccc2=O)C1 (configuration not stated),-8.0
CCSc1ccc(CC(=O)Nc2nnc(-c3ccccc3)o2)cc1,13.0
CCOC(=O)C1CCN(CC(O)COc2cc(C)cc(C)c2C)CC1 (configuration not stated),6.0
O=C(COc1ccc(C(=O)N2CCN(C/C=C/c3ccccc3)CC2)cc1)C1CC1,6.0
O=C(Nc1cnn([C@H]2CCOC2)c1)c1ccc2[nH]ccc2c1,-11.0

# The final 2 entries of the part above come first, to join the parts.
SMILES,SSB-PriA inh
O=C(COc1ccc(C(=O)N2CCN(C/C=C/c3ccccc3)CC2)cc1)C1CC1,6.0
O=C(Nc1cnn([C@H]2CCOC2)c1)c1ccc2[nH]ccc2c1,-11.0
COc1ccc(CCC(=O)Nc2ccc(N3CCCC3=O)cc2)cc1,-9.0
O=S(=O)(NC[C@@H](c1ccsc1)N1CCCCCC1)c1ccccc1Cl,-1.0
COc1cc(C=NNC(=O)CNc2n[nH]c(=O)[nH]c2=O)ccc1O,-6.5
CCOc1ccc(C(=O)NCC2CCN(Cc3ccccc3)CC2)cc1OCC,3.0
C=CCNC(=O)C(=O)NN=Cc1cccc(Br)c1,-4.3
COc1ccc(C(=O)Nc2nnc(Cc3ccc(C)cc3C)o2)cc1,-4.0
CC(C)c1ccc(N(C(=O)COc2ccc(Cl)cc2)C2C=CS(=O)(=O)C2)cc1 (configuration not stated),-8.0
CCCN1C(=O)C(=NOCC(=O)NC23CC4CC(CC(C4)C2)C3)c2ccccc21,6.3
Cc1nc(N2CCC(NC(=O)c3ccc(Br)o3)CC2)cc(C(F)(F)F)n1,-9.0
O=C(CSc1nnnn1-c1ccccc1C(F)(F)F)NC1CCCCC1,-15.0

# The list is partial; rates above refer to the full screens.
